Source: PubChem BioAssay
TEAD-YAP inh: TEAD-YAP interaction inhibition. HEK-TIYL cells, TEAD-Gal4/YAP UAS-luciferase luminescence. inhibition, % at 9.12 µM. hit rate 1.4% among 640,000; in the data active means inhibition above about 32%;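 further: 0% = median of test compound wells and 100% = reference inhibitor wells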
FBW7 act: human FBW7 E3 ligase activation, primary screen; Q969H0; AlphaScreen FBW7–phospho-cyclin E peptide binding, activator screen; normalized activity (activation), % at 26.1 µM; hit rate 0.13% among 650,000; AID 1259310; in the data active means normalized activity above about 1.9%;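 further: purified mutant Fbw7 with reduced substrate affinity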
GPR151 ag: activators of human GPR151 | hit rate 1% among 650,000 | activation, % at 11.2 µM | PathHunter beta-arrestin GPR151 cells, luminescence | AID 1508602 | Q8TDV0; in the data active means activation above about 4.9%;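 further: 0% = median of compound wells and 100% = cells with positive control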
Target sequence (Q8TDV0 whole entry, looked up): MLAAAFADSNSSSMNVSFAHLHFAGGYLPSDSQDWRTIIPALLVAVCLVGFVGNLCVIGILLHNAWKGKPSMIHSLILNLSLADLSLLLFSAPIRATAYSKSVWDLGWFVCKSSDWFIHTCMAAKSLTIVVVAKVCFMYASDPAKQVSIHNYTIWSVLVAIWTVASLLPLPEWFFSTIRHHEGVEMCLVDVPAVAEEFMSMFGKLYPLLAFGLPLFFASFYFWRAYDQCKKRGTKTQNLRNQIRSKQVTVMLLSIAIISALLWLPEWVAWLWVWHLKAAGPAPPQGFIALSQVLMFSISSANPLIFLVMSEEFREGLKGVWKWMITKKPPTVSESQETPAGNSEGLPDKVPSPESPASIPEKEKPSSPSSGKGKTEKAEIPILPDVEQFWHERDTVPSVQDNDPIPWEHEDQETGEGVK
MITF primary: blocks human microphthalmia-associated transcription factor | O75030 | AID 1259374 | hit rate 0.91% among 650,000 | inhibition, % at 2.6 µM | AlphaScreen MITF homodimerization, bead proximity signal; in the data active means inhibition above about 50%;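 further: 0% = vehicle wells with protein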
Target sequence (O75030 whole entry, looked up): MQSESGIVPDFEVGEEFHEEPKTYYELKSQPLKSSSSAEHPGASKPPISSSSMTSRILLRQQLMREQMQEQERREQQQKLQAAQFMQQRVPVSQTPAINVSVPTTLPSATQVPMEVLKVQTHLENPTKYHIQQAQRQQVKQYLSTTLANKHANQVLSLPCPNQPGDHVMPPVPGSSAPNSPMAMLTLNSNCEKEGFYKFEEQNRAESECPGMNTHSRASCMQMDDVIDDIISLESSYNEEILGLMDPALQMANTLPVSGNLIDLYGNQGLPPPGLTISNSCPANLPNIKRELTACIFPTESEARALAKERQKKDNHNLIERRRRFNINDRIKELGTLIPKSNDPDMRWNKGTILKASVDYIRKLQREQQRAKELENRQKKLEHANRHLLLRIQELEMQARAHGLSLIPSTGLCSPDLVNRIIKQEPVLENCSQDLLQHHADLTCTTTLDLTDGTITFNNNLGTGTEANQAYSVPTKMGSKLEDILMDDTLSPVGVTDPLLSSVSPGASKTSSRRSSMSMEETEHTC
* hit, by the source's call.

Start of the listing, in advance:
(1) Cc1ccc2c(c1)C(C)(c1ccccc1)CC(C)(C)N2C(=O)c1ccc(Cl)c(Cl)c1 (configuration not stated)
(2) Cc1ccccc1NS(=O)(=O)CCCCC(Cl)(Cl)Cl
(3) Cc1ccc2sc(NNC(=O)c3cccs3)nc2c1C
(4) CCCC(=O)N1CCN(c2nc3c(C)ccc(C)c3s2)CC1
(5) O=C(Cn1cc(NC(=O)c2ccccc2)cn1)NCCc1nc(-c2ccccc2)no1

assay / compound,1,2,3,4,5
TEAD-YAP inh,15,-4,-2,-4,-6
FBW7 act,0.1,-0.1,0.2,0.0,-0.1
GPR151 ag,0.9,0.5,1.2,0.7,0.7
MITF primary,10,1,5,4,8

The whole of this part, previewed entries included:
(1) Cc1ccc2c(c1)C(C)(c1ccccc1)CC(C)(C)N2C(=O)c1ccc(Cl)c(Cl)c1 (configuration not stated)
(2) Cc1ccccc1NS(=O)(=O)CCCCC(Cl)(Cl)Cl
(3) Cc1ccc2sc(NNC(=O)c3cccs3)nc2c1C
(4) CCCC(=O)N1CCN(c2nc3c(C)ccc(C)c3s2)CC1
(5) O=C(Cn1cc(NC(=O)c2ccccc2)cn1)NCCc1nc(-c2ccccc2)no1
(6) COC(=O)c1cc(S(=O)(=O)NCc2ccco2)c(Cl)cc1Cl

assay / compound,1,2,3,4,5,6
TEAD-YAP inh,15,-4,-2,-4,-6,11
FBW7 act,0.1,-0.1,0.2,0.0,-0.1,-0.1
GPR151 ag,0.9,0.5,1.2,0.7,0.7,-0.6
MITF primary,10,1,5,4,8,1

An excerpt from the list above, as a working copy:
(2) Cc1ccccc1NS(=O)(=O)CCCCC(Cl)(Cl)Cl
(3) Cc1ccc2sc(NNC(=O)c3cccs3)nc2c1C
(4) CCCC(=O)N1CCN(c2nc3c(C)ccc(C)c3s2)CC1
(5) O=C(Cn1cc(NC(=O)c2ccccc2)cn1)NCCc1nc(-c2ccccc2)no1
(6) COC(=O)c1cc(S(=O)(=O)NCc2ccco2)c(Cl)cc1Cl

assay / compound,2,3,4,5,6
TEAD-YAP inh,-4,-2,-4,-6,11
FBW7 act,-0.1,0.2,0.0,-0.1,-0.1
GPR151 ag,0.5,1.2,0.7,0.7,-0.6
MITF primary,1,5,4,8,1

Later entries
(7) CCc1ccc(N/C(=N\c2nc(C)cc(C)n2)NC(=O)Nc2ccc(Cl)c(Cl)c2)cc1
(8) CCOc1ccccc1/C=C(\C#N)c1nc2ccccc2c(=O)[nH]1
(9) COc1ccccc1C(=O)NNC(=O)c1cccc(C)c1
(10) O=C(NCc1ccccc1)N1CCc2nc(N3CCOCC3)[nH]c(=O)c2C1
(11) CCCc1nnc(NC(=O)Nc2ccc(Br)cc2)s1
(12) CCC(C)(C)C1CCc2c(sc(NC(=O)CCC(=O)O)c2C(N)=O)C1 (configuration not stated)

assay / compound,7,8,9,10,11,12
TEAD-YAP inh,-2,1,-51,0,8,20
FBW7 act,0.1,0.2,0.1,0.6,0.2,-0.2
GPR151 ag,-0.5,-0.4,-2.2,1.8,1.2,1.2
MITF primary,5,16,-8,4,5,0

(13) O=C(Nc1ccncc1)c1ccc(Cl)cc1Cl
(14) CC(C)(C)C(=O)[C@@H]1[C@@H](c2ccccc2)C(C#N)(C#N)[C@H]2C=Cc3ccccc3N12
(15) Cc1cc(C(=O)Nc2cccc3ccccc23)c(C)o1
(16) Cc1ccccc1Cn1c(=O)c2c(nc3n(-c4ccccc4)c(C)cn23)n(C)c1=O
(17) Cc1ccccc1OCC(O)Cn1c(C(C)C)nc2ccccc21 (configuration not stated)
(18) Cc1cc(/C=C2/NC(=O)N(c3ccccc3)C2=O)c(C)n1-c1cccnc1

assay / compound,13,14,15,16,17,18
TEAD-YAP inh,0,-7,-12,2,-1,-42
FBW7 act,-0.1,-0.1,-0.1,0.2,-0.1,0.2
GPR151 ag,-1.8,1.3,0.7,-1.1,0.3,1.0
MITF primary,-2,-4,-2,18,10,22

(19) COc1ccc(S(=O)(=O)n2nc(OC(=O)c3ccc(F)cc3)cc2N)cc1
(20) O=C(CC[C@H]1CN(Cc2ccccc2)CC[C@H]1N1CCCC1)Nc1ccc2cn[nH]c2c1
(21) CC(C)(C)SCCNC(=O)CN(c1ccccc1)S(=O)(=O)c1ccccc1
(22) CC(C)n1c(-c2ccc(N3CCOCC3)nc2)nc2c(NCCc3ccc(O)cc3)ncnc21
(23) N#Cc1nc(NCC(=O)Nc2ccc(OC(F)F)cc2)[nH]c1C#N
(24) CCC(=O)N1C(=S)NC(C)=C(C(=O)OC)C1c1ccccc1 (configuration not stated)

assay / compound,19,20,21,22,23,24
TEAD-YAP inh,-4,-4,3,-9,5,11
FBW7 act,0.2,-0.1,0.3,0.1,-0.3,0.1
GPR151 ag,-1.7,0.2,0.3,-0.4,-0.8,0.2
MITF primary,-2,-13,-1,2,-3,5

(25) Cc1ccc2c(c1)nnn2C1CCN(CC(=O)Nc2cccc(Cl)c2)CC1
(26) O=c1oc2ccccc2cc1-c1csc(Nc2ccccn2)n1
(27) O=C(NC(C(=O)N1CCCCC1)C12CC3CC(CC(C3)C1)C2)c1ccc([N+](=O)[O-])cc1 (configuration not stated)
(28) CC(=O)c1cccc(NC(=O)c2cccnc2)c1
(29) COc1cccc2cc(C(=O)Nc3ccccc3C)c(=N)oc12
(30) Cc1ccc(-c2noc(COc3ccccc3C)n2)cc1

assay / compound,25,26,27,28,29,30
TEAD-YAP inh,3,-5,-13,-3,-3,4
FBW7 act,0.0,-0.1,0.0,-0.1,0.0,0.0
GPR151 ag,-0.5,-0.8,0.6,-0.9,0.2,-0.4
MITF primary,4,-1,-4,11,4,2

(31) Cc1nc2sc(C(=O)c3ccc([N+](=O)[O-])cc3)c(N)c2c(C)c1C
(32) O=C(COc1ccc(Br)cc1)Nc1ccc([N+](=O)[O-])cc1
(33) COc1cc(C(=O)NCC(=O)N/N=C/c2ccccn2)cc(OC)c1OC
(34) COc1ccc(C(C)=O)cc1COC(=O)COc1ccccc1Cl
(35) Cc1ccc(/C=N/NC(=O)c2n[nH]c3c2CCCC3)cc1
(36) COc1ccccc1N1C(=O)NC(=O)/C(=C/c2ccccc2)C1=O

assay / compound,31,32,33,34,35,36
TEAD-YAP inh,-5,-6,0,0,18,2
FBW7 act,-0.1,0.1,-0.1,0.1,-0.1,0.0
GPR151 ag,-0.3,-0.4,-0.7,0.6,-0.6,0.2
MITF primary,-18,8,9,-6,10,-10

(37) COc1ccc(OC(C)C(=O)O/N=C(\N)c2ccc(Br)cc2)cc1 (configuration not stated)
(38) O=C(O)c1ccc(N=Cc2cccs2)cc1
(39) CC(C)n1c(O)c(C2=c3ccccc3=NC2=O)sc1=S
(40) COc1ccc(-c2ccc(=O)n(Cc3cc(=O)n4ccccc4n3)n2)cc1
(41) Cc1c(/C=N/n2cnnc2)c2ccccc2n1CCOc1ccccc1
(42) CCOC(=O)N1CCN(C(=O)c2sc3cc(F)ccc3c2Cl)CC1

assay / compound,37,38,39,40,41,42
TEAD-YAP inh,-2,4,16,2,-2,-5
FBW7 act,0.0,0.0,-0.1,0.0,0.3,0.0
GPR151 ag,0.7,0.8,-1.1,1.1,0.0,0.0
MITF primary,-10,12,-2,-1,-6,-18

(43) COC(=O)c1cc(-c2ccc(C(c3c(C)[nH][nH]c3=O)c3c(C)[nH][nH]c3=O)o2)ccc1Cl
(44) CN(C)c1ccccc1-c1cnc2c(NCCc3cccnc3)nccn12
(45) COc1ccc(OC)c(NC(=O)C(=O)NNS(=O)(=O)c2ccccc2)c1
(46) Cc1cccc(-n2c(C)nc3cc(C(=O)NCC4CCCO4)ccc32)c1 (configuration not stated)
(47) CC(C)N(Cc1nccn1C)C(=O)CCc1nnc(CCc2c[nH]c3ccccc23)o1
(48) CC(C)CCNC(=O)CSc1nc2ccccc2s1

assay / compound,43,44,45,46,47,48
TEAD-YAP inh,5,-15,-4,6,3,-4
FBW7 act,-1.5,0.1,0.7,0.2,-0.1,0.2
GPR151 ag,0.0,-0.3,-0.4,-1.1,1.0,1.4
MITF primary,37,13,-5,7,-10,3

(49) COc1ccc2c(c1)OC(C)CN(Cc1ccc3cccnc3c1)C2 (configuration not stated)
(50) O=C(CN(CCc1ccccc1)C(=O)c1csnn1)NC1CCCC1
(51) COc1cc2cc3c(N)c(C(=O)NCc4ccco4)sc3nc2cc1OC
(52) O=C(Nc1nnc(-c2ccc([N+](=O)[O-])cc2)s1)c1ccccc1Cl
(53) CNC(=S)N/N=C/c1ccccc1OCC(=O)O
(54) O=C(CSc1ccc(-c2ccc(-n3ccnc3)cc2)nn1)NCc1ccccc1

assay / compound,49,50,51,52,53,54
TEAD-YAP inh,-2,-2,-67,-7,6,-12
FBW7 act,0.0,-0.1,-0.1,0.0,-0.1,0.3
GPR151 ag,1.6,0.3,-0.6,2.4,-1.1,0.2
MITF primary,0,-4,25,-10,8,-11

(55) Cc1ccc(C(=O)Oc2ccccc2C#N)cc1S(=O)(=O)N1CCCCC1
(56) CCN(CC)CCOC(=O)c1c(C)oc2ccc(OC)cc12
(57) CC(C)c1ccc(OCC(=O)Nc2ccc3c4c(cccc24)C(=O)NC3=O)cc1
(58) COCC(C)NS(=O)(=O)c1ccc(C)cc1 (configuration not stated)
(59) O=C(Nc1ccc(F)cc1F)N1C2CCC1CC(O)(c1cccnc1)C2 (configuration not stated)
(60) Cc1ccc(C2(C)NC(=O)N(CCOc3ccc(Cl)cc3)C2=O)cc1 (configuration not stated)

assay / compound,55,56,57,58,59,60
TEAD-YAP inh,-2,-9,8,12,2,-10
FBW7 act,0.0,0.0,-0.1,0.0,-0.2,0.0
GPR151 ag,0.5,1.2,-1.1,0.2,0.6,0.2
MITF primary,-10,10,-6,3,-12,2

(61) O=C(Nc1ccccc1)C1=Nc2ccccc2N=C(c2ccc(Br)cc2)C1
(62) O=C(NN1C(=O)c2ccc([N+](=O)[O-])cc2C1=O)c1ccc(O)cc1
(63) COC(=O)CN1CCN(S(=O)(=O)c2ccc(Br)cc2)CC1
(64) Cc1cccc(C(=O)Nc2cc(Cl)ccc2O)c1
(65) CCOC(=O)c1ccccc1NC(=O)CCCC(=O)Nc1ccccc1C(=O)OCC
(66) COc1ccc(CCNC(=O)C2CCN(c3ccc(Nc4cnccn4)nn3)CC2)cc1

assay / compound,61,62,63,64,65,66
TEAD-YAP inh,-8,-25,6,-36,-7,3
FBW7 act,0.0,0.1,0.3,0.0,-0.1,-0.2
GPR151 ag,-0.8,0.2,-0.2,0.3,-0.9,1.2
MITF primary,8,8,8,-17,4,0

(67) CC(C)NC(=O)CSc1nc2ccccc2n1CC(=O)N1CCCCC1
(68) CC(=O)c1c(C)[nH]c(C(=O)NCCCN2CCC(C)CC2)c1C
(69) CC(=O)Nc1ccc2nc(NC(=O)c3cc(N)cc(N)c3)sc2c1
(70) Cc1cc(C)n(C(=O)c2cc3sccc3[nH]2)n1
(71) O=c1[nH]c2ccc(S(=O)(=O)Nc3cccc(C(F)(F)F)c3)cc2[nH]1
(72) COc1ccc2oc(C)c(C(=O)NC3CCCCC3)c2c1

assay / compound,67,68,69,70,71,72
TEAD-YAP inh,12,0,2,-31,12,-53
FBW7 act,0.1,0.0,0.2,0.2,0.1,0.2
GPR151 ag,0.4,-0.2,0.4,0.0,2.4,-0.2
MITF primary,22,7,-2,2,8,1

(73) c1nc2nc(-c3ccc(N4CCOCC4)nc3)nc(NC3CC3)c2[nH]1
(74) C=CCNC(=O)/C(=C/c1ccc2c(c1)OCO2)NC(=O)c1ccco1
(75) Cc1cc(/C=C2\C(=N)N3N=C(S(C)(=O)=O)SC3=NC2=O)c(C)n1-c1ccccc1
(76) Cn1c2ccccc2c2cnn(CC(=O)N3CCC(C(N)=O)CC3)c(=O)c21
(77) COc1ccccc1C1C=C(c2cccnc2)Nc2ncnn21 (configuration not stated)
(78) CC(C)c1cc(CN2CCN(C3CCCC3)C(CCO)C2)[nH]n1 (configuration not stated)

assay / compound,73,74,75,76,77,78
TEAD-YAP inh,-6,-18,-2,8,3,7
FBW7 act,0.1,0.6,-0.3,-0.2,0.1,0.0
GPR151 ag,-0.9,-2.0,-0.2,-0.5,-1.0,-0.3
MITF primary,0,0,1,-7,14,2

(79) COc1ccc(Cn2c(SCC(=O)Nc3cc(OC)ccc3OC)nc3ccsc3c2=O)cc1
(80) COc1cc(C2NC(=S)NC(C)=C2C(=O)OC(C)(C)C)cc(OC)c1OC (configuration not stated)
(81) Cc1ccc(S(N)(=O)=O)c(C)c1N1CCCC1=O
(82) CN(C)S(=O)(=O)N1CC[C@H]2[C@H](CCCN2Cc2cc(CN3CCCC3)cs2)C1
(83) Cc1cccc(N2CCN(C(=O)c3cnn4c(C)c(Cc5ccccc5C)c(C)nc34)CC2C)c1 (configuration not stated)
(84) NS(=O)(=O)c1ccc(CCNC(=O)Cc2cccs2)cc1

assay / compound,79,80,81,82,83,84
TEAD-YAP inh,-10,6,-2,5,-19,-5
FBW7 act,-0.1,0.0,0.2,-0.2,0.0,-0.1
GPR151 ag,2.2,0.4,0.6,1.7,0.8,1.6
MITF primary,1,9,-14,6,6,9
